# Screens: PubChem BioAssay, Sanford-Burnham Center for Chemical Genomics
# TIM10 inh = growth inhibitors of TIM10 yeast strain | inhibition, % at 10 µM | S. cerevisiae TIM10 strain growth, BacTiter-Glo luminescence, 24 h | 330,000 tested, 1.4% active;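 active = inhibition of 40% or more at the single tested concentration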;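 note: wild-type TIM10 isogenic control strain grown at permissive 25 °C; 0% = DMSO yeast wells and 100% = minimal medium wells without yeast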
# APJ ag = agonists of human APJ apelin receptor. 330,000 tested, 0.11% active. AID 2520. CHO-K1 APJ PathHunter beta-arrestin, luminescence; 0% DMSO wells, 100% apelin. activation, % at 20 µM;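 active = activation more than six SD over the plate average, tested at 20 µM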;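 note: 0% = DMSO alone and 100% = apelin-13 at 10 nM; some results filed as inactive read as strong as hits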
#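 Material: CHO-K1 APJ beta-arrestin complementation cell line; Input: cell density 1000 per well; Incubation: compound stimulation 90 min at 25 °C, detection 60 min; Signal: luminescence from split beta-galactosidase complementation, Galacton Star/Emerald II substrate; Controls: DMSO-only wells as negative, 10 nM Apelin-13 as positive control.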
# UPR CHOP act = activators of apoptotic arm of unfolded protein response (CHOP). CHO-CHOP luciferase reporter, UPR activation, luminescence; percent of tunicamycin response over DMSO baseline. activation, % at 10 µM. 330,000 tested, 0.34% active. AID 449763;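 active = at 10 µM dose, activation of 40% or more, normalized to positive control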;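 note: 100% = tunicamycin at 10 µg/mL and 0% = DMSO alone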
#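 assay system = CHO CHOP reporter cells | amount = 500 CHO-CHOP cells per well | buffer or medium = F12 with 10% FBS | incubation = 16-18 h cell attachment, then 6 h compound exposure, 37 °C | detection = luminescence read with Steady-Glo | read-out = percent activation relative to tunicamycin control | controls = tunicamycin high control, DMSO low control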
# CXCR6 inh = blocks human CXCR6 beta-arrestin recruitment; O00574; CHO-K1 PathHunter CXCR6 beta-arrestin, luminescence; inhibition, % at 20 µM; 360,000 tested, 0.36% active; in the data active = inhibition above about 34%, passing the limit was not always enough;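 note: antagonist mode with CXCL16 agonist at 10 nM final; 0% = 10 nM CXCL16 with DMSO and 100% = unstimulated wells without agonist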
# Mdm2-MdmX inh = human Mdm2/MdmX binding inhibition; O15151+Q00987; SaOS-2 split-luciferase Mdm2/MdmX complementation, luminescence; inhibition, % at 8 µM; 330,000 tested, 3% active;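 active = inhibition of at least 50% at 8 µM in the primary screen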
# Target sequence (O15151 whole entry, looked up): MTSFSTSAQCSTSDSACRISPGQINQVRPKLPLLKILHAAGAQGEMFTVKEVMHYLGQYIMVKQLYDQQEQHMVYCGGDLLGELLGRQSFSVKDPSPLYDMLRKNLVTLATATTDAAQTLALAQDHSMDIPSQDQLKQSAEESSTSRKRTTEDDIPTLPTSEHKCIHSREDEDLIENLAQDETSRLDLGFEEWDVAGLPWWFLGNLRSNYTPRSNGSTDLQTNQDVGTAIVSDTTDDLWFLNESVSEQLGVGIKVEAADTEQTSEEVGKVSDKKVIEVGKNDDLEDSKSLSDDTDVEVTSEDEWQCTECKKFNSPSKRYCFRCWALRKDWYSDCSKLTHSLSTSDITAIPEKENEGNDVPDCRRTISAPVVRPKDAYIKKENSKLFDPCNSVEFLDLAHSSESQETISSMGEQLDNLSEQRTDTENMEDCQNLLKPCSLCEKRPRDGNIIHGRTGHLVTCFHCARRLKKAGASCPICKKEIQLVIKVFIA
# Target sequence (Q00987 whole entry, looked up): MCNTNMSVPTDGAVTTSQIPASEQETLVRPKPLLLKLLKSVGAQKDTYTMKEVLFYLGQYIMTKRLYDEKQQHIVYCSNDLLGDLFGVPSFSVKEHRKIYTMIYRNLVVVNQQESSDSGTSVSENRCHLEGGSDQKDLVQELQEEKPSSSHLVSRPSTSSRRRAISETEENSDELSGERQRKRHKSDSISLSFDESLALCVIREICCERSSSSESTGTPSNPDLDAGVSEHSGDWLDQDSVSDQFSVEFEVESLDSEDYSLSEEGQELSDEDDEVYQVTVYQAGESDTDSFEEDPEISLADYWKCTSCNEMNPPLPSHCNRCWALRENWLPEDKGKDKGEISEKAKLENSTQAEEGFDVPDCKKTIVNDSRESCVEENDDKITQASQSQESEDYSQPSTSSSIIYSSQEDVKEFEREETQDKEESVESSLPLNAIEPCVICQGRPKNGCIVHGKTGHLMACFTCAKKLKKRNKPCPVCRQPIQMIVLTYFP
# UPR XBP1 act = activators of adaptive arm of unfolded protein response (XBP1). CHO-XBP1 luciferase reporter, IRE1-XBP1 UPR activation, luminescence; percent of tunicamycin response, DMSO as zero. 330,000 tested, 0.33% active. activation, % at 20 µM. AID 463104;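 active = versus positive control, 20 µM dose yields 30% or more activation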;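 note: 100% = tunicamycin at 10 µg/mL and 0% = DMSO only wells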
#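 Material: CHO-XBP1 cells stably carrying IRE1-XBP1-driven luciferase reporter | Medium: F12 with 10% serum | Compound dosing: 20 µM single concentration, DMSO 1% | Incubation: Overnight seeding at 37 °C, 6 h compound treatment at 37 °C | Detection: Steady-Glo luminescence read | Read-out basis: % activation of reporter signal versus tunicamycin and DMSO controls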
# APJ antag = APJ receptor antagonism; P35414; CHO-K1 APJ beta-arrestin complementation, luminescence; inhibition, % at 20 µM; 330,000 tested, 0.32% active; AID 2521;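 active = inhibition above about 40% at 20 µM, limit read from the data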;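 note: cells challenged with 10 nM apelin-13 agonist together with compound; plate controls were apelin-13 plus DMSO wells for no effect and DMSO wells lacking apelin-13 for full effect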
# tim23-1 inh = tim23-1 yeast growth inhibition | S. cerevisiae tim23-1 growth, BacTiter-Glo luminescence, 24 h | inhibition, % at 20 µM | 330,000 tested, 1.3% active | AID 463212;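 active = growth inhibition of the mutant yeast at or above 50%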;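 note: temperature-sensitive mutant grown at 25 °C; plate controls were DMSO-treated mutant yeast for no effect and medium wells lacking yeast for full effect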
# tim10-1 inh = growth inhibitors of tim10-1 mutant yeast; S. cerevisiae tim10-1 ts strain growth, BacTiter-Glo, 24 h; inhibition, % at 20 µM; 330,000 tested, 2.2% active;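 active = inhibition of at least 40%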;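 note: mutant grown at 25 °C; 0% = DMSO wells with yeast and 100% = wells holding no yeast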
# * = called active by the depositor; nt = no result given.
SMILES	TIM10 inh	APJ ag	UPR CHOP act	CXCR6 inh	Mdm2-MdmX inh	UPR XBP1 act	APJ antag	tim23-1 inh	tim10-1 inh
O=S(=O)(c1ccc(SCc2ccccc2F)nc1)N1CCCC1	5	2	2.8	-6	-23	5	7	38	27
CCOc1ccc(CCNC(=O)COC(=O)c2cc([N+](=O)[O-])ccc2N2CCOCC2)cc1OCC	3	-3	1.8	4	17	-1	7	-2	9
COc1ccccc1NS(=O)(=O)c1cccc(C(=O)N2CCN(C/C=C/c3ccccc3)CC2)c1	2	-6	-0.3	-3	12	-5	-19	-5	17
COC(=O)[C@@H]1C[C@H]2CC[C@H](O)C[C@H]2N1Cc1ccc(C(C)(C)C)cc1	10	-6	-1.3	-1	12	0	12	18	19
COc1cc(/C(C)=N/N2CCN(c3ccccc3OC)CC2)ccc1O	-2	2	3.0	-2	7	0	-12	4	-2
Clc1ccc(-c2nc(Cc3ccccc3Cl)no2)cc1	4	0	3.8	-7	8	-3	3	22	-4
Cc1ccc(Nc2nc(N)nc(-c3oc4ccccc4c3C)n2)cc1	11	0	7.0	-8	26	23	-4	-14	9
CN(C)C(=O)c1ccccc1-c1ccccc1	-8	-2	-2.3	-4	19	-2	4	8	18
FC(F)Sc1ccc(N=C2NN=C(c3ccc4c(c3)OCCO4)CS2)cc1	26	0	0.7	1	-2	0	1	25	23
Cc1cccn2c(CN(C)C3CCOC3)c(C(=O)N3CCCCC3)nc12 (stereo not given)	-10	-3	-3.4	-2	-4	0	-9	8	-2
O=C(COC(=O)C1Cc2ccccc2CN1C(=O)c1ccccc1)Nc1ccc(SC(F)F)cc1 (stereo not given)	3	4	-0.2	3	14	-3	-7	-7	24
CCc1ccc(N2CCN(CCNC(=O)Nc3ccc(OC)cc3)CC2)cc1	13	-2	1.5	-4	14	-1	-23	15	13
CCOC(=O)CN1N=C(/C=C/c2ccc(OC)cc2)CCC1=O	-1	-3	1.0	4	14	1	-23	-12	-12
CCCCn1c(NC(=S)Nc2ccccc2)nc2ccccc21	23	-1	4.1	-5	58*	1	-8	29	34
COc1ccc(S(=O)(=O)N2CCN(c3ccc(F)cc3)CC2)cc1C(=O)N1CCOCC1	5	3	0.7	4	-8	-2	1	11	1
CC(=O)c1cnn(-c2cc(Oc3ccc(F)cc3)ncn2)c1C	12	-2	-0.8	-1	-2	3	21	20	12
CCc1cc2ccc(OC)cc2nc1SCC(=O)Nc1cc(C)on1	-8	-3	0.8	-4	50*	11	1	3	-7
Cc1ccccc1C(=O)NNC(=O)CSc1nc(-c2ccccc2)cc(=O)[nH]1	5	1	0.3	6	4	0	-5	2	-7
CCOc1ccc(NC(=O)Cn2cc(C(C)=O)c3ccccc32)cc1	-3	2	0.3	0	22	-6	12	-5	3
N#Cc1ccc(N2Cc3ccccc3C2=NC(=O)c2cccnc2Cl)cc1	16	-3	3.1	4	-34	2	4	11	23
Cc1ccc(C(=O)NCCNC(=O)c2ccc(C)o2)o1	-3	-2	1.1	4	13	-4	-54	-14	-7
CC(=O)OCC(=O)[C@H]1CC[C@H]2[C@@H]3CC=C4C[C@@H](O)CC[C@]4(C)[C@H]3CC[C@]12C	14	-7	-0.7	2	6	-5	11	26	8
COC(C(=O)NCc1ccc(C)cc1)c1ccccc1 (stereo not given)	1	-2	-1.2	-3	3	1	-3	-8	4
O=C(COC(=O)c1ccc2[nH]c3c(c2c1)CCCC3)NC1CCS(=O)(=O)C1 (stereo not given)	-3	-3	-0.6	-8	-26	-2	4	9	3
CNC(=O)c1cc(C(=O)c2c(Cl)cccc2Cl)c[nH]1	1	0	-0.4	-3	23	-2	9	3	2
Cc1ccc(S(=O)(=O)N2CCN(S(C)(=O)=O)C2)cc1	6	-4	0.0	-2	21	-3	-3	11	14
CC(=O)N1N=C(c2ccc(Br)cc2)CC1c1cn(C)c2ccccc12 (stereo not given)	12	-3	0.6	0	14	0	12	24	21
Oc1ccccc1N=Cc1c(O)ccc2ccccc12	38	1	-1.6	4	12	4	-15	66*	42*
Cc1ccc(OCCSc2nc(NC(C)C)nc(NC(C)C)n2)cc1	17	2	3.6	-2	4	-2	-12	24	13
O=C(CSc1nnc(COc2ccc(Br)cc2)o1)N1CCOCC1	10	1	-0.9	4	11	-3	1	-1	1
COc1ccc(-c2nc3ccccc3c(=O)n2CCOc2ccc(C)cc2C)cc1	1	-4	-3.1	-3	22	-3	-15	-3	11
CN(CC1CCCN(CCc2cccc(C(F)(F)F)c2)C1)C(=O)c1cc2ccccc2o1 (stereo not given)	11	4	0.7	-26	49	-1	0	16	32
COc1ccccc1C(=O)NCCc1nc2ccccc2[nH]1	0	-2	-0.2	0	20	-4	19	1	-1
C[C@@H](C(=O)Nc1ccc2ccccc2c1)[C@H]1C[C@]1(C)[C@H](NS(=O)(=O)c1ccc(-c2ccccc2)cc1)c1ccccc1	11	5	0.1	nt	3	0	-7	5	5
CCc1ccc2nc(N(CCN(C)C)C(=O)c3ccc4ncsc4c3)sc2c1	25	7	3.0	-4	2	0	-7	3	10
CCN(C(=O)CSc1ncccc1C(=O)O)C1CCCCC1	-13	-3	-1.4	-1	24	-2	-9	2	0
CN1CCN(CCNC(=O)Nc2ccc([N+](=O)[O-])cc2)CC1	-13	-7	-1.2	9	-3	-1	-8	-8	-11
Cc1cc(C(=O)Nc2ccccc2C(=O)N2CCCCC2)ccc1[N+](=O)[O-]	-2	-3	1.4	-6	-4	-2	7	22	21
CC1Cc2ccccc2N1c1ncnc(N)c1[N+](=O)[O-] (stereo not given)	-24	-2	-4.1	-1	91*	-6	4	-20	-33
CCCCCn1c(CN2CCN(Cc3ccccc3)CC2)nc2c1c(=O)[nH]c(=O)n2C	6	-4	0.3	8	11	-1	4	0	11
CC(Sc1nnc(Cc2cccs2)n1C1CCCCC1)C(N)=O (stereo not given)	-12	0	-0.9	-7	-19	-2	8	35	4
O=C(Cc1c(F)c(F)c(F)c(F)c1F)Nc1nc(-c2ccccc2)cs1	-93	0	-1.0	-13	57*	0	12	-18	-65
CN(CC(=O)Nc1ccccc1Cl)CC(=O)c1c(N)n(Cc2ccccc2)c(=O)n(C)c1=O	2	-5	1.8	9	-7	1	-5	6	-10
Nc1nc(-c2ccc3c(c2)NC(=O)CO3)cs1	14	-3	2.7	-8	5	0	8	6	6
CCc1ccc(N2CC(C(=O)N/N=C/c3ccccc3OC)CC2=O)cc1 (stereo not given)	23	-2	1.6	-6	14	0	8	20	6
Cc1ccc(NC(=O)CC2S/C(=N/N=C/c3c[nH]c4ccccc34)NC2=O)cc1 (stereo not given)	-3	-4	1.8	2	23	-1	21	-12	6
COc1ccccc1N(C(=O)c1snc(C(N)=O)c1N)C(C(=O)NCCC(C)C)c1ccco1 (stereo not given)	12	-4	-2.5	2	2	0	7	14	18
O=C(CSc1ncnc2c1nnn2Cc1ccccc1)NC1CCCCC1	25	-2	-0.4	16	6	-6	-8	8	17
O=C1CCc2ccccc2N1	-14	3	1.4	-9	-15	-1	-26	-3	12
O=C(O)c1ccc2c(=O)n3c(nc2c1)/C(=C/c1ccc(Cl)c([N+](=O)[O-])c1)CC3	1	0	2.1	1	3	1	5	7	5
COc1ccc(CCNC(=O)c2ccc(CSc3ccccc3)o2)cc1	30	-1	-0.9	-5	-13	-1	1	-1	19
COc1ccc(S(=O)(=O)N2CCN(C)CC2)cc1NC(=O)c1ccccc1	-4	0	0.6	-7	-9	4	1	6	10
CCN(CC(=O)Nc1ccccc1OC)C(=O)CN1C(=O)NC(C)(c2ccccc2)C1=O (stereo not given)	-10	1	-0.3	10	-10	0	7	-19	-11
Clc1cccc2sc(-c3nnc(-c4ccccc4)o3)c(Cl)c12	3	-2	2.0	1	20	9	-1	-1	-8
CCOc1ccc(-c2nn(-c3ccccc3)cc2/C=C2\SC(=S)N(C3CCS(=O)(=O)C3)C2=O)cc1 (stereo not given)	-1	-4	1.3	7	5	2	0	0	3
CCC(C)(C(=O)NC1CCCCC1)N(C(=O)CC1NC(=O)NC1=O)c1c(C)n(C)n(-c2ccccc2)c1=O (stereo not given)	-6	-2	1.7	8	11	0	-8	5	-6
Cc1ccc(S(=O)(=O)Nc2ccc(S(=O)(=O)N3CCOCC3)cc2)cc1	-2	5	0.4	-2	27	-4	8	6	-7
Cc1ccc2nc(SCCC#N)nc(C)c2c1	3	-1	0.7	6	21	6	4	12	16
Cn1c(SCc2nc3ccccc3s2)nnc1-c1cccs1	19	-3	-1.5	6	8	2	-11	16	-4
Brc1ccc(OCc2nc(-c3ccccn3)n[nH]2)cc1	6	-3	2.5	6	33	-2	0	52*	19

# An excerpt from above in order of their number in CXCR6 inh, rising:
SMILES,APJ ag,CXCR6 inh,Mdm2-MdmX inh,APJ antag
O=C(Cc1c(F)c(F)c(F)c(F)c1F)Nc1nc(-c2ccccc2)cs1,0,-13,57*,12
CCc1ccc(N2CC(C(=O)N/N=C/c3ccccc3OC)CC2=O)cc1 (stereo not given),-2,-6,14,8
COc1ccc(CCNC(=O)c2ccc(CSc3ccccc3)o2)cc1,-1,-5,-13,1

# (cont.)
SMILES	TIM10 inh	APJ ag	UPR CHOP act	CXCR6 inh	Mdm2-MdmX inh	UPR XBP1 act	APJ antag	tim23-1 inh	tim10-1 inh
CSc1ncccc1C(=O)OCC(=O)NCc1ccc2c(c1)OCO2	-13	-9	-1.3	-6	22	1	1	2	18
COc1ccc(C(=O)NCCSCc2ccc(C)cc2)cc1	-3	-1	-2.2	2	9	-4	-26	27	15
Cc1ccc(C(=O)Nc2cc3c(cc2N2CCCCC2)n(C)c(=O)n3C)cc1	-5	9	12	10	14	5	8	19	34
COc1ccc(-n2c(SCC#N)nc3c(sc(=S)n3-c3ccccc3)c2=O)c(OC)c1	16	-3	2.3	6	-17	-4	28	28	31
C/C(=N\NC(=O)c1ccc2c(c1)OCO2)c1ccc(O)cc1	6	-5	3.5	9	-21	1	15	-10	0
CCOC(=O)C1CCN(C(=O)CCc2nnc3ccc(N4CCC(C)CC4)nn23)CC1	13	10	2.0	-1	-8	7	5	3	26
CC1CCCN(C(=O)COc2ccc(Nc3ccccc3)cc2)C1 (stereo not given)	17	-1	0.1	-3	1	-6	-26	18	-9
O=C(NC1CCCC1)C(c1cccnc1)N(Cc1ccccc1F)C(=O)c1csnn1 (stereo not given)	-15	-2	-0.1	1	16	-2	7	-5	-17
COc1ccc(C2(C)NC(=O)N(CC(=O)c3cc(C)n(C4CC4)c3C)C2=O)cc1OC (stereo not given)	2	-3	3.2	-7	15	-2	-7	12	-10
Nc1nnc2c(C(F)(F)F)nc3ccccc3n12	3	-1	-0.6	4	-2	5	13	-5	2

# Not all compounds are listed, so the mix of outcomes need not match the whole.
